# Bioassay records (PubChem BioAssay)
# PHOSPHO1 inh: PHOSPHO1 (human) inhibition | recombinant PHOSPHO1, absorbance phosphatase assay | inhibition, % at 13.3 µM | 290,000 tested, 1.1% active; in the data active = inhibition above about 60%
# Target sequence (Q8TCT1 whole entry, looked up): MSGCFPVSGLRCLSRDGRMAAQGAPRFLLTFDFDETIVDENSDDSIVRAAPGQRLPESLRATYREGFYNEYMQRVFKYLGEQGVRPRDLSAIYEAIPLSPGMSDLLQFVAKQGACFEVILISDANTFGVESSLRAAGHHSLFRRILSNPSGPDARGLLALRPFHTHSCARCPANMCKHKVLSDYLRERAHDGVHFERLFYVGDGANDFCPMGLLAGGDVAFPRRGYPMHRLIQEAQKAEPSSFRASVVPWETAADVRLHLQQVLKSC
# M18AAP inhibitor: blocks P. falciparum M18 aspartyl aminopeptidase. 290,000 tested, 1.2% active. AID 1822. inhibition, % at 7.35 µM. recombinant PfM18AAP, H-Glu-NHMec fluorogenic cleavage;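 active = inhibition above the campaign mean inhibition over all tested compounds plus 3 SD, cut at about 28% in these data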;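 note: 0% = plate median of test compound wells and 100% = 2 mM ZnCl2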
# DNA FID counter: counter-screen for HCV NS3 helicase inhibitors: DNA intercalator displacement. DNA fluorescent intercalator displacement, fluorescence. inhibition, % at 7.9 µM. 290,000 tested, 0.17% active; in the data active = inhibition above about 37%;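 note: 0% = vehicle and 100% = reference compound; higher means more ethidium bromide displaced from hairpin DNA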
# GPR7 antagonist: human neuropeptides B/W receptor 1 antagonism; 290,000 tested, 1.1% active; inhibition, % at 4.4 µM; P48145; GPR7-expressing cells, fluorescence antagonist assay; AID 1861; in the data active = inhibition above about 16%, passing the limit was not always enough;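 note: cells stimulated with the agonist NPW; 0% = agonist with vehicle and 100% = vehicle without agonist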
# Target sequence (P48145 whole entry, looked up): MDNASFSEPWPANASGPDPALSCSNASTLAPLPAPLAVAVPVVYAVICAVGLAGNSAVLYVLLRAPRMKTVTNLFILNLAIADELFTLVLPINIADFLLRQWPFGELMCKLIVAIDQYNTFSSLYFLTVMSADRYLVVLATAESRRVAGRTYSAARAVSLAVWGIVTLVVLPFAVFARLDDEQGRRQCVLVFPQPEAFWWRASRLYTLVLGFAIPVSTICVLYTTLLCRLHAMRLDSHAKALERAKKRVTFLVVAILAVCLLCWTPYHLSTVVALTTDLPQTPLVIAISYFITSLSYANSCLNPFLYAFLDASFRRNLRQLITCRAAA
# OXTR agonist: agonists of human oxytocin receptor; 320,000 tested, 0.32% active; AID 2435; CHO-OTR cells, Fluo-8 calcium fluorescence; normalized: DMSO 0%, oxytocin 100%; P30559; activation, % at 3 µM;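 active = activation above the mean of all tested compounds plus 3 SD, cutoff set per screening run, cut at about 20% in these data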;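 note: peak over basal fluorescence ratio from a 100 s FLIPR kinetic read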
# Target sequence (P30559 whole entry, looked up): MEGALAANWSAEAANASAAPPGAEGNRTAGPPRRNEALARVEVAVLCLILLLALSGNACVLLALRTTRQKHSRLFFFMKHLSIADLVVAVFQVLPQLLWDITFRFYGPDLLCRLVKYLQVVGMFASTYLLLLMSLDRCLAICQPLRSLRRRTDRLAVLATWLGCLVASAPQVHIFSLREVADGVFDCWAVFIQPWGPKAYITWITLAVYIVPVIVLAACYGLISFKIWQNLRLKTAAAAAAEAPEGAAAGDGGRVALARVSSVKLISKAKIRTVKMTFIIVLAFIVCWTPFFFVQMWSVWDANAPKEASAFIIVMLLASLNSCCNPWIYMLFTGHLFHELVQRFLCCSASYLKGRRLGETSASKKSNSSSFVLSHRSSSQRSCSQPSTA
# MEKK2wt PB1 HTS: raises or lowers MEK5 binding to wildtype human MEKK2 PB1 domain. 290,000 tested, 1.1% active. bead flow cytometry, Alexa488-MEK5 binding to MEKK2 WT; actives lie on both sides. binding response (% of control), % at 10 µM; in the data active = binding response below about 67% or above about 130%
# MEKK3 PB1 HTS: MEKK3-MEK5 PB1 interaction, increase or decrease. Q99759. bead-based flow cytometry, Alexa488-MEK5 binding to MEKK3; actives lie on both sides; 0 = blocked by unlabeled MEK5, 100 = vehicle. binding response (% of control), % at 10 µM. 290,000 tested, 1.4% active;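 active = binding response more than 3 SD above or below the average of its plate-row segment, actives on both sides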;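 note: Alexa488 bead fluorescence after subtracting the streptavidin-only scavenger bead signal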
# NALP1 yeast inh: inhibitors of NALP1 inflammasome in yeast; 280,000 tested, 0.61% active; inhibition, % at 10 µM; S. cerevisiae NALP1/ASC/caspase-1 growth, X-gal OD620, 72 h; in the data active = inhibition mostly above about 24%, no sharp cut-off; inactive = mostly below about 32%; note: some compounds called inactive have numbers as strong as hits
# MEKK2 mut-MEK5: signal of MEK5 binding to mutant human MEKK2 PB1 domain. AID 1530. 290,000 tested, 0.35% active. percent response, % at 10 µM. bead flow cytometry, Alexa488-MEK5 binding to MEKK2 mutant; in the data active = percent response above about 24%, passing the limit was not always enough; note: inactives centre near 1; some results filed as inactive read as strong as hits; reference of the scale not given here
# * marks the source's active call; other numbers are inactive results; . = no result given; [ ] = remark or other dose.
cpd	smiles	PHOSPHO1 inh	M18AAP inhibitor	DNA FID counter	GPR7 antagonist	OXTR agonist	MEKK2wt PB1 HTS	MEKK3 PB1 HTS	NALP1 yeast inh	MEKK2 mut-MEK5
1	CC(C)(C)OC(=O)[C@H](Cc1ccccc1)NC(=O)c1nc[nH]c1C(=O)NCc1ccccc1	1	0	-23	-27	-0.5	105	107	0	3
2	OCCN(C=NC1=NN(c2cccc(C(F)(F)F)c2)CC1)CCO	29	5	-3	-15	0.9	105	106	13	4
3	COC(=O)C(Cc1ccccc1)NC(=O)C12CC3CC(CC(C3)C1)C2 (stereo not given)	8	-3	-28	-1	-3.1	106	134*	23	0
4	COC(=O)c1ccccc1NC(=O)C12CC3CC(C1)CC(n1cnc(Cl)n1)(C3)C2	7	2	-40	-10	-2.6	101	100	-101	3
5	N/C(=N\c1nc2ccccc2o1)NC(=O)c1ccccc1Br	27	-16	-6	-6	-2.3	98	99	20	-3
6	COc1ccc(OC)c(/C=N/Nc2cc(C)nc(N3CCOCC3)n2)c1	12	-2	-8	-9	-2.4	101	101	3	5
7	CCc1c(C)nc2ccc(Br)cc2c1SCCC#N	-1	-12	-27	4	-2.4	90	85	34	-4
8	COc1ccccc1C(=O)Nc1c(C)cc(Br)cc1C	27	1	-12	5	-2.6	71	69	-29	-20
9	O=S(=O)(NCc1ccncc1)c1ccc(Br)s1	-11	-6	2	9	14	102	104	1	7
10	Cc1ccc(C)c(NC(=O)CCC(=O)NNC(=O)COc2cc(C)ccc2C)c1	27	1	-40	-14	-0.8	97	97	9	2
11	Oc1ccc(Cc2ncc(C(F)(F)F)cc2Cl)cc1	37	0	-14	-5	-1.1	96	103	-32	0
12	COC(=O)C[C@H]1c2cc(F)ccc2S(=O)(=O)N1c1ccc(N(C)C)cc1	.	.	.	.	-1.0	105	107	.	3
13	COc1cc(/C=N/NC(=O)C[n+]2ccccc2)cc(OC)c1OC	11	-2	2	4	1.1	99	98	37	1
14	CC(=O)c1cnc(Nc2nc(C)c3ccccc3n2)nc1C	-8	-15	-3	-1	-0.7	.	.	8	.
15	COc1ccccc1Nc1nnc(SCC(=O)N2CCCC2)s1	13	-1	-10	-3	-0.2	96	93	11	3
16	CC/C(=N/NS(=O)(=O)c1ccc(Cl)cc1)c1ccc(O)cc1	-6	-5	3	-13	-0.3	95	93	22	-2
17	Cc1nc(CNS(=O)(=O)c2ccc3c(c2)OCCO3)cs1	-8	5	-2	-12	1.5	94	105	25	6
18	CC(=O)NC(=S)Nc1ccc(NC(=O)c2cccnc2Cl)cc1	38	5	-5	-14	0.2	93	98	.	-1
19	O=C(N/N=C\c1ccncc1)c1ccc(Cl)s1	18	-4	-3	-14	-0.4	101	103	6	7
20	COc1ccccc1-n1cnnc1SCC(=O)NC1CCS(=O)(=O)C1 (stereo not given)	52	7	-6	-2	0.7	91	103	-1	-7
21	CC(C)CC(=O)Nc1cccc(-c2nc3ccccc3o2)c1	0	-4	-9	-11	5.0	98	103	-26	0
22	Cc1nnc(SCC(=O)N2CC(=O)Nc3ccccc32)s1	27	-9	-4	4	0.2	100	104	5	-3
23	c1ccc(Nc2ncnc3c2oc2ccccc23)cc1	-3	2	-5	-7	-2.4	105	107	7	4
24	OC(CN1CCC(Cc2ccccc2)CC1)C(F)(F)F (stereo not given)	20	-3	-1	27	-0.2	108	102	7	0

# Pulled by compound from the list above, 4 records:
cpd	smiles	PHOSPHO1 inh	M18AAP inhibitor	DNA FID counter	GPR7 antagonist	OXTR agonist	MEKK2wt PB1 HTS	MEKK3 PB1 HTS	NALP1 yeast inh	MEKK2 mut-MEK5
24	OC(CN1CCC(Cc2ccccc2)CC1)C(F)(F)F (stereo not given)	20	-3	-1	27	-0.2	108	102	7	0
20	COc1ccccc1-n1cnnc1SCC(=O)NC1CCS(=O)(=O)C1 (stereo not given)	52	7	-6	-2	0.7	91	103	-1	-7
23	c1ccc(Nc2ncnc3c2oc2ccccc23)cc1	-3	2	-5	-7	-2.4	105	107	7	4
18	CC(=O)NC(=S)Nc1ccc(NC(=O)c2cccnc2Cl)cc1	38	5	-5	-14	0.2	93	98	.	-1

# Additional compounds follow.
cpd	smiles	PHOSPHO1 inh	M18AAP inhibitor	DNA FID counter	GPR7 antagonist	OXTR agonist	MEKK2wt PB1 HTS	MEKK3 PB1 HTS	NALP1 yeast inh	MEKK2 mut-MEK5
25	CCOC(=O)NC1(NC(C)C)Oc2ccccc2O1	18	80*	-5	-12	-0.6	108	106	28	7
26	Cc1cc(C)nc(SCC(=O)Nc2ccc(S(=O)(=O)NCCO)cc2)n1	9	6	-1	2	0.7	97	102	-6	-3
27	Cc1ccc(NC(=O)CCC(=O)NNC(=O)COc2ccccc2)cc1C	-3	2	-8	-8	-1.7	103	101	19	-1
28	CCN(CC)C(=O)C1CCCN(C/C=C/c2ccccc2[N+](=O)[O-])C1 (stereo not given)	-36	3	6	-2	-0.7	105	99	13	4
29	CCCCOc1ccccc1C(=O)N(Cc1ccco1)C1CCS(=O)(=O)C1 (stereo not given)	17	-1	-39	-3	0.9	102	100	3	3
30	COc1ccc(N2CCN(C(=O)Cc3ncc(C(F)(F)F)cc3Cl)CC2)cc1	-8	-5	-17	-1	3.2	96	97	41	-6
31	Cc1ccc(S(=O)(=O)c2cc(O)ccc2O)cc1C	1	-9	-15	8	0.1	104	110	3	-1
32	CCCn1c(N)c(N(CCOC)C(=O)c2ccc(Cl)c([N+](=O)[O-])c2)c(=O)[nH]c1=O	30	2	-4	-4	-0.3	98	100	16	3
33	CCC(C)(C)NC(=O)C(c1ccc(C)cc1)N(CC1CCCO1)C(=O)c1csnn1 (stereo not given)	18	0	-36	-7	-0.3	109	107	0	10
34	Cc1ccccc1C(=O)Nc1ccccc1NC(=O)c1ccccc1Br	15	5	-17	-7	-0.3	100	103	7	2
35	O=C(Nc1ccc(S(=O)(=O)NCC2CCCO2)cc1)c1cnccn1 (stereo not given)	1	-5	-4	1	0.4	99	102	14	-2
36	COc1ccc(NC(=O)C(C)Sc2ccccc2)cc1 (stereo not given)	62*	-3	-4	-5	-0.9	109	110	4	9
37	Cc1nc(C)c(Oc2cccc(C(F)(F)F)c2)c(=O)[nH]1	28	2	1	-8	-0.4	111	109	12	2
38	CC1=C(C(N)=O)S(=O)(=O)c2ccccc21	53	-3	-5	-10	0.2	90	100	0	4
39	COc1ccc(-c2nonc2NC(=O)c2oc3ccc(F)cc3c2C)cc1OC	51	3	-22	-9	-0.8	107	101	5	1
40	O=C(NNC(=S)Nc1ccccc1)c1ccccc1[N+](=O)[O-]	-71	6	-3	3	0.2	7.0*[inhibitor]	5.0*[inhibitor]	-14	-18
41	CC(C)C(=O)N(Cc1ccc2c(c1)OCO2)Cc1ccccn1	8	-6	-2	-6	-0.7	98	90	20	-2
42	CCN1CCN(CC(O)COc2ccc(C)c(C)c2)CC1 (stereo not given)	4	-1	5	-3	0.7	80	94	10	-12
43	CCC(CC(C)(C)O)C(=O)NNC(=S)Nc1ccccc1 (stereo not given)	-63	9	1	-6	0.2	85	104	33*	-7
44	CC1(C)C([N+](=O)[O-])C(c2ccccc2O)NC(c2ccccc2O)C1[N+](=O)[O-] (stereo not given)	34	-3	24	4	1.8	86	100	11	-14
45	CC(C)Oc1ccc(C2c3c(oc4ccccc4c3=O)C(=O)N2CCCN2CCOCC2)cc1 (stereo not given)	-12	-3	2	8	0.9	101	94	13	-4
46	CCC(C(=O)Nc1cccc(C(=O)O)c1C)c1ccccc1 (stereo not given)	25	4	0	0	-0.1	85	85	-8	-16
47	CNCCCOc1ccc(C)cc1Br	16	4	1	1	3.0	102	100	-4	0
48	CC(C)CC(c1nnnn1Cc1ccc(F)cc1)N1CCC(C(N)=O)CC1 (stereo not given)	20	2	-16	9	0.2	98	102	-14	-1
49	Cc1ccccc1NC(=O)Nc1nnc(Cc2ccc([N+](=O)[O-])cc2)s1	-9	6	0	2	2.3	100	111	22	0
50	Cc1ccc(C(=O)N/C(=C/c2cccc([N+](=O)[O-])c2)C(=O)NCC2CCCO2)cc1 (stereo not given)	-13	-2	-2	-4	-0.4	103	100	0	2
51	COc1ccc(N2CCN(C(=O)c3cccc(NC(=O)c4ccco4)c3)CC2)cc1	51	7	-37	-8	2.1	109	104	-11	8
52	CCCC[n+]1ccn(C2=C([O-])c3ccccc3C(=O)/C2=N\S(=O)(=O)c2ccccc2)c1	6	2	-3	-5	-1.4	111	108	0	5
53	CCOC(=O)C1=C(N2CCCCC2)c2cc3c(n2C1=O)CCCC3	23	2	-14	-11	-2.3	101	99	4	-7
54	O=C(O)/C=C/c1ccc(S(=O)(=O)Nc2ccc(OCc3ccccc3)cc2)cc1	15	-2	-23	-5	0.8	84	73*[inhibitor]	.	-22
55	Cc1ccc(-n2ncc3c2ncn2c(C)nnc32)cc1C	60*	-4	-3	-6	-0.9	97	96	24	-1
56	CCOC(=O)[C@@H]1[C@H]2COc3cc(OC)ccc3[C@@H]2N2C(=O)N(c3ccc(Cl)cc3)C(=O)[C@@]12C	4	-15	-26	-1	2.7	101	104	14	-5
57	CCc1n(CC(O)COC2CCCCC2)c2ccccc2[n+]1C (stereo not given)	30	-8	16	-6	0.4	105	106	9	0
58	CC(=O)c1cccc(-n2nnnc2SCC(=O)NNC(=O)C(C)C)c1	35	-6	-5	-14	1.6	103	103	4	8
59	COc1ccc(-c2cnnc(N/N=C/c3ccc(O)c(OC)c3)n2)cc1	0	19	-19	9	0.0	97	82	5	0
60	CCOc1ccc2c(c1)cc(CN(C(=O)CC)C1CCCCC1)c1nnnn12	-42	1	-22	1	3.6	93	87	-2	-3
61	Cc1ccc(/C=C/c2nc3ccccc3s2)s1	3	0	-4	-12	-1.0	106	102	4	2
62	COc1ccc(-c2cnnn2-c2ccc(NC(=O)/C=C/c3ccc(OC)c(OC)c3)cc2)cc1	-6	5	-25	-8	0.6	103	103	28	0
63	COc1ccc(N(C(=O)c2ccco2)S(=O)(=O)c2ccccc2)cc1	-6	-11	-13	3	-1.9	87	84	5	-11
64	O=C(O)Cn1cc(/C=C2\SC(=O)N(c3ccccc3)C2=O)c2ccccc21	13	8	-29	-2	0.4	108	101	-1	4
65	CC(C)NC(=S)NN(c1ccccc1)c1ccccc1	19	2	-11	-16	-3.3	99	95	8	1
66	C/C(N)=C(/C#N)C(=O)CSc1nnnn1-c1ccc(C)cc1	16	-3	-12	15*	6.7	102	97	12	3
67	CCOC(=O)c1c(-c2ccccc2)oc2ccc(O)c(CN3CCOCC3)c12	-6	4	1	-5	-0.3	106	103	15	1
68	CCC(=O)N(Cc1cc2cc(OC)ccc2[nH]c1=O)c1cccc(C)c1	13	-4	-6	-10	5.2	95	97	34	-3
69	CCOC(=O)Cn1nnnc1CN(Cc1ccc(OC)cc1)Cc1cc2cc(C)cc(C)c2[nH]c1=O	-14	-7	1	-2	-1.2	106	106	18	4
70	Cc1[nH]c2ccccc2c1C(=O)COC(=O)c1c(-c2ccccc2)noc1C	6	0	-1	-4	0.5	113	108	15	1
71	COc1ccc(OC(=O)NCCc2ccccc2)cc1	21	-2	-6	-8	-2.2	101	98	-14	11
72	[O-][N+]1=C2CCC/C(=N\O)C2=NC12CCCCC2	-15	.	.	.	2.0	105	105	10	2
73	Nc1c(C(=O)OCC2CCCO2)c2nc3ccccc3nc2n1-c1ccc2c(c1)OCCO2 (stereo not given)	-47	5	-31	-7	0.6	88	91	6	-6
74	COc1ccccc1-n1cc(CN2CCN(CC(C)C)C(CCO)C2)cn1 (stereo not given)	-18	-6	-1	-10	-0.2	101	109	16	-4
75	CCc1c(C)c2cc(Cl)c(O)c(CN3CCCCC3)c2oc1=O	10	4	-6	1	-0.2	90	95	-2	-6
76	CCCCN(CC)C(=O)CSc1nc2n[nH]c(C)c2c(=N)n1-c1cccc(C)c1	-20	-14	-31	-12	-2.5	114	103	2	-1

# This is a random part of the collection, and some 6.2% of all compounds hit somewhere here.
